PfHsp40 rescue – rescue of yeast from PfHsp40 toxicity, primary screen, S. cerevisiae, ATP luminescence | growth rescue, % at 12.5 µM | 340,000 tested, 0.68% active | S. cerevisiae expressing PfHsp40, growth rescue; in the data active means growth rescue above about 28%, passing the limit was not always enough; inconclusive means no clear call, values can overlap the other calls;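 further: yeast W303a lacking pdr1 and pdr3 grown in galactose medium; growth measured after three days at 30 °C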
BoNT F protease – BoNT/F light chain protease inhibitors, primary screen, biochemical, flow cytometry, MLPCN library. 360,000 tested, 0.22% active. Multiplex microsphere protease cleavage assay. inhibition, % at 10 µM. Botulinum neurotoxin type F light chain protease (Clostridium botulinum); in the data active means inhibition above about 35%, passing the limit was not always enough; inconclusive means no clear call, values can overlap the other calls; further: plate controls were buffer without enzyme for full effect and enzyme alone for no effect
GDH-TPI inh – GDH-TPI coupling enzyme inhibitors, primary screen, artefact control for M. tuberculosis FBA inhibitor project, biochemical, absorbance, full deck | GDH-TPI coupled enzyme counterscreen, NADH absorbance | inhibition, % at 4.8 µM | 360,000 tested, 1.2% active; in the data active means inhibition above about 30%;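 further: 0% = DMSO wells and 100% = wells lacking the enzyme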
FadD28 FP inh – inhibitors of FadD28 bisubstrate probe binding, primary screen, biochemical, fluorescence polarization, single point. Mycobacterium tuberculosis FadD28 fatty-acid-AMP ligase. inhibition, % at 12.5 µM. 360,000 tested, 0.22% active; in the data active means inhibition above about 8.5%, passing the limit was not always enough; inconclusive means no clear call, values can overlap the other calls
Anthrax LF inh2 – Bacillus anthracis LF protease inhibitors, primary screen, biochemical, multiplex microsphere, MLPCN library; multiplex microsphere protease cleavage assay; Lethal factor (Bacillus anthracis), P15917; inhibition, % at 10 µM; 360,000 tested, 0.12% active; further: plate controls were buffer without enzyme for full effect and enzyme alone for no effect
Mtb BioA inh – M. tuberculosis BioA enzyme inhibitors, primary screen, biochemical, plate reader, single point, HTS; purified M. tuberculosis BioA enzyme; inhibition, % at 9.99 µM; 360,000 tested, 0.096% active; in the data active means inhibition above about 40%; inconclusive means no clear call, values can overlap the other calls
BoNT A protease – BoNT/A light chain protease inhibitors, primary screen, biochemical, flow cytometry, MLPCN library; multiplex microsphere protease substrate cleavage; 360,000 tested, 0.17% active; AID 588499, 2011; inhibition, % at 10 µM; Botulinum neurotoxin type A light chain protease (Clostridium botulinum A str. ATCC 3502); further: plate controls were buffer without enzyme for full effect and enzyme alone for no effect
UGM FP inh – M. tuberculosis UGM enzyme inhibitors, primary screen, biochemical, fluorescence polarization, single point; UDP-galactopyranose mutase (Mycobacterium tuberculosis (strain ATCC 25618 / H37Rv)), …; purified UGM, fluorescence polarization probe displacement; inhibition, % at 10 µM; 320,000 tested, 0.06% active; in the data active means inhibition above about 10%, passing the limit was not always enough; inconclusive means no clear call, values can overlap the other calls
Target sequence (P9WIQ1 whole entry, looked up): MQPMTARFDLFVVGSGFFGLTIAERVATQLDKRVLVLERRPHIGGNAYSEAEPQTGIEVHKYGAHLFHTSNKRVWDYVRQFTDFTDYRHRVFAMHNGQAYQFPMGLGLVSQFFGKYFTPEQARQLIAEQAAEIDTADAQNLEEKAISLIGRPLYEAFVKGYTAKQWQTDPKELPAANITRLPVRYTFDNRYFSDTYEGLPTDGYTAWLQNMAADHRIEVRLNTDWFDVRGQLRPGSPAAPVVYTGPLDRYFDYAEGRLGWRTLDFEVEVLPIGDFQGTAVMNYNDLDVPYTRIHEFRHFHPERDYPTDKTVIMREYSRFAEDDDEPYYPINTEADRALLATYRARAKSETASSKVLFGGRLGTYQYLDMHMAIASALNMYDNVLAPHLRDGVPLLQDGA
FBA Mtb inh – Mtb FBA enzyme inhibitors, primary screen, biochemical, fluorescence, strain H37Rv; Fructose-bisphosphate aldolase (Mycobacterium tuberculosis (strain ATCC 25618 / H37Rv)), …; 360,000 tested, 2.3% active; purified M. tuberculosis FBA, fluorescence read-out; AID 588726, 2011; inhibition, % at 1 µM; in the data active means inhibition above about 27%;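 further: 0% = vehicle and 100% = reference inhibitor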
Target sequence (P9WQA3 whole entry, looked up): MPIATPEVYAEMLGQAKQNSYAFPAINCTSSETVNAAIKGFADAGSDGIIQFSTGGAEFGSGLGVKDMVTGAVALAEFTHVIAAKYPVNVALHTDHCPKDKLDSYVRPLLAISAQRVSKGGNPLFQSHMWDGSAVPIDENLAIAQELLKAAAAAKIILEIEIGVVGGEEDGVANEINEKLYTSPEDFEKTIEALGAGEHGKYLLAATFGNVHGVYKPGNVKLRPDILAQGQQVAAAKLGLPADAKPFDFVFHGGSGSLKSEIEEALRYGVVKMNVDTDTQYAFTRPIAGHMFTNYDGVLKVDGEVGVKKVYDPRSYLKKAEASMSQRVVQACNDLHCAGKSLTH
Starred values were filed as active, the others as inactive; ? = inconclusive; / = not tested or not shown; + = active, no number; & = joins results of further samples. Unless noted, no stated cut-off is given here; in the data, active means inhibition above about 30%; inconclusive means no clear call, values can overlap the other calls; inactive means below that.

SMILES	PfHsp40 rescue	BoNT F protease	GDH-TPI inh	FadD28 FP inh	Anthrax LF inh2	Mtb BioA inh	BoNT A protease	UGM FP inh	FBA Mtb inh
COc1cc(Cl)c(CNC[C@H]2O[C@@H](n3cnc(C(N)=O)n3)[C@H](O)[C@@H]2O)c(Cl)c1O	-0.4	0	6	0.1	3	2.1	-0.7	/	0
CC(NC(=O)OC(C)(C)C)C(=O)Oc1ccc2ccc(=O)oc2c1 (configuration not stated)	-1.1	-5	5	-1.9	-11	-1.7	0.4	1.6	+
O=C(COC(=O)c1cnccn1)Nc1ccc(Cl)cc1	-0.3	-1	8	0.7	0	-2.6	0.9	-2.0	3
COc1cccc(NC(=O)CCNS(=O)(=O)c2cccc3nonc23)c1	0.1	1	3	-4.2	-2	-0.4	-2.1	-2.0	1
O=C(O)c1cnn2c1C(=O)N(Cc1cccs1)CC2	-0.1	4	1	-0.7	-4	/	-0.3	0.2	-1
COc1ccc(S(=O)(=O)Cc2ccc(C(=O)N3CCN(c4cccc(C)c4C)CC3)o2)cc1	0.2	-4	-3	1.4	-5	-0.7	-0.8	1.4	2
N#Cc1ccc(COc2cccnc2[N+](=O)[O-])cc1	0.5	16	6	-9.5	-3	/	2.6	0.8	1
CC(=O)N1CCN=C1SCc1ccc(C)cc1	-0.8	-2	8	-1.9	-6	-1.2	-0.8	2.4	4
COc1cccc(CNc2nc(SC)ncc2CO)c1	-0.1	-16	-4	-3.0	0	/	-1.2	-0.6	-2
CC(=O)Nc1ccc(OCC(O)CN2CCN(c3cccc(Cl)c3)CC2)cc1 (configuration not stated)	1.0	9	-18	-2.8	-1	2.3	0.3	3.0	-3
NC(=O)C1CCN(C(=O)c2cccc(S(=O)(=O)N3CCCC3)c2)CC1	-0.1	1	1	0.1	-1	-2.7	-0.2	/	3
CN(Cc1ccc(Cl)cc1Cl)C(=O)CCNC(=O)c1ccco1	0.1	-1	-1	-1.9	-9	1.6	-0.9	4.0	4
Cc1ccc(SCC(=O)OCC(=O)N(CCC#N)c2ccccc2)cc1C	1.0	1	1	-4.6	-2	-0.4	-2.0	2.7	-2
O=C1NC[C@H](Cc2ccccc2)N(C[C@H]2CCCN2C[C@H](Cc2ccccc2)N2C[C@H](Cc3ccccc3)N(CC3CCCCCC3)C(=O)C2=O)C1=O	-1.9	-2	5	-0.9	-2	0.1	-0.3	/	1
CCCS(=O)(=O)c1nc(S(=O)(=O)c2ccc(C)cc2)c(N2CCC(C)CC2)s1	3.1	1	13	-5.0	1	1.5	2.3	3.3	1
C#CCn1cc2c(c1-c1ccccc1)c(=O)n(C)c(=O)n2C	/	0	-1	-3.0	4	/	-0.2	/	4
Cc1ccccc1CN1CCN(C(=O)c2ccc(F)cc2)CC1	0.2	3	2	-1.0	6	5.9	-0.2	0.3	-1
C1=C(c2ccccc2)Nc2ncnn2C1c1ccccc1 (configuration not stated)	-1.1	-6	-3	-2.8	-5	1.0	-0.5	1.0	14
CCn1c2ccccc2c2cc(NC(=O)CC(C)=O)ccc21	-1.3	3	-3	-3.4	2	1.0	1.4	1.9	3
CCOC(=O)c1cc(OC)c2cccc(CN3CCC(C)(C(=O)NCCOC)C3)c2c1 (configuration not stated)	/	3	20	-3.4	-3	-0.4	0.6	/	28*
CCOC(=O)c1c(NC(=O)C2C3C=CC(C3)C2C(=O)O)sc2c1CC(C)(C)OC2 (configuration not stated)	-0.2	-2	1	-3.8	2	/	-0.2	1.5	1
O=S(=O)(c1ccc(SCCO)nc1)N1CCCC1	0.5	-3	0	-5.4	0	-0.9	-0.5	1.0	0
O=C(Nc1ccnn1C1CCN(C/C=C/c2ccccc2)CC1)C1CCCC1	1.0	3	-2	1.4	-1	-4.1	1.5	1.9	6
COc1ccc(N(CC(=O)NCc2ccc(C)cc2)S(=O)(=O)c2c(C)nn(C)c2C)cc1	0.0	0	-3	1.0	0	/	-0.5	0.1	2
COc1ccc(OC)c(CNc2ccc3c(c2)nc(C)n3C)c1	1.6	?	-2	1.4	-17	0.9	-2.7	-0.5	2

Additional entries
SMILES	PfHsp40 rescue	BoNT F protease	GDH-TPI inh	FadD28 FP inh	Anthrax LF inh2	Mtb BioA inh	BoNT A protease	UGM FP inh	FBA Mtb inh
CC1=CC(=O)C=C(C)C1=NOC(=O)/C=C\c1ccccc1	1.1	-1	10	-2.2	2	/	-0.5	1.1	-2
Nc1ccccc1SCC(O)Cn1ccc2ccccc21 (configuration not stated)	-0.8	-6	-7	-1.6	-14	1.1	-2.0	-1.3	2
CCOC(=O)c1[nH]ncc1CN1CCN(Cc2ccc(C)cc2)C(CCO)C1 (configuration not stated)	1.4	2	4	-1.7	-1	1.9	0.0	-1.6	0
CC(NC(=O)c1ccc2c(c1)OCCO2)C(=O)O (configuration not stated)	0.3	0	-6	-1.4	-1	0.3	-0.2	-6.0	-1
N#Cc1nc(Cc2ccccc2)oc1N1CCC(Cc2ccccc2)CC1	0.4	13	0	-0.3	-6	1.9	0.5	0.7	-1
Cn1c(=O)[nH]c(=O)c2c1nc(N1CCN(c3ccccc3)CC1)n2CCSc1ncccn1	0.6	3	-7	-0.8	5	1.7	0.5	2.2	1
CCN(Cc1ccccc1)C(=O)COC(=O)c1cnc(C)cn1	-0.6	-2	-5	-1.1	-4	-3.5	-1.1	1.8	-3
CCNC(=S)Nc1ccc(N2CCCCC2)cc1	-0.8	-35	-11	-3.7	-19	/	1.1	-0.9	2
O=C(NCc1ccc(Cl)cc1)c1cccc2c1C(=O)N(CC1CCCO1)C2 (configuration not stated)	1.0	-1	2	-1.9	0	0.9	-0.2	-2.4	0
CC(C)CC1NC(=O)N(CC(=O)Nc2ccc3c(c2)CCC3)C1=O (configuration not stated)	-0.1	3	-2	-3.7	1	1.5	0.1	-1.5	1
C[C@H](CO)N1C[C@H](C)[C@@H](CN(C)S(=O)(=O)c2ccc(Oc3ccccc3)cc2)OCc2cn(nn2)CCCC1=O	/	1	0	-1.7	-1	-0.7&0.9&0.1	0.0	/	-1
O=S(=O)(Cc1cc(NCc2ccccc2)nc(-c2ccncc2)n1)c1ccccc1	0.1	-4	-8	-2.1	-1	/	0.6	0.0	1
COc1ccc([N+](=O)[O-])cc1/C=N/NC(=O)/C(=C\c1cccs1)NC(=O)c1ccccc1	-1.9	10	43*	-1.4	2	7.9	-0.6	-1.4	-2
Oc1ccc(C[C@@H]2CNCCN2CC2(c3ccccc3)CC2)cc1	-0.8	-1	-3	-2.1	-6	-0.1	-0.8	-1.1	0
COCc1nnc(NC(C)=O)s1	-0.9	0	1	-2.6	8	/	-0.2	0.8	-3
c1ccc2c(c1)oc1c(-c3ccc4nccn4c3)cccc12	/	-4	-6	-5.2	4	0.0	1.7	/	4
O=C(CN1CCOC1=O)N1CCCC(Nc2ccc(F)c(F)c2)C1 (configuration not stated)	1.5	1	0	-3.4	-1	1.6	0.1	-1.9	-1
O=C(N/N=C/c1ccccc1)c1c(O)c2ccccc2[nH]c1=O	4.1	4	14	-1.1	-1	/	0.9	0.5	0
O=C(Nc1nnc([C@H]2C[C@H](O)[C@@H](CO)O2)s1)Nc1cccc(Cl)c1Cl	/	0	6	-6.0	-1	-2.2	-0.5	/	-1
CN(C)c1ccc(NC(=O)c2ccc(COc3cccc(Cl)c3)o2)cc1	3.0	-35	10	0.4	-15	1.2	0.5	1.0	2
CCN1CCN(S(=O)(=O)c2cc(C)c(OC)cc2C)CC1	0.0	-2	1	-7.5	-1	/	-0.1	1.4	-1
O=C(C[n+]1ccccc1)Nc1ccccc1	/	/	3	0.3	/	-1.0	/	0.6	1
Cc1ccc(C(=O)Nc2nnc(S(=O)(=O)N3CCCCCC3)s2)cc1	-0.6	-10	17	-1.1	-3	-1.8	-0.6	2.6	3
Cc1n[nH]c(C)c1S(=O)(=O)N1CCCC(C(=O)NC2CCCCC2)C1 (configuration not stated)	0.1	-7	-3	-1.6	0	0.6	-0.1	-1.4	2
CCc1nnc(NC(=O)CCC(=O)N2CCN(Cc3cc(Cl)ccc3OC)CC2)s1	15	0	11	-2.8	-5	1.6	-0.8	1.3	2

The closing three records of the part before come first, to join the parts:
SMILES	PfHsp40 rescue	BoNT F protease	GDH-TPI inh	FadD28 FP inh	Anthrax LF inh2	Mtb BioA inh	BoNT A protease	UGM FP inh	FBA Mtb inh
Cc1ccc(C(=O)Nc2nnc(S(=O)(=O)N3CCCCCC3)s2)cc1	-0.6	-10	17	-1.1	-3	-1.8	-0.6	2.6	3
Cc1n[nH]c(C)c1S(=O)(=O)N1CCCC(C(=O)NC2CCCCC2)C1 (configuration not stated)	0.1	-7	-3	-1.6	0	0.6	-0.1	-1.4	2
CCc1nnc(NC(=O)CCC(=O)N2CCN(Cc3cc(Cl)ccc3OC)CC2)s1	15	0	11	-2.8	-5	1.6	-0.8	1.3	2
COc1ccc(S(=O)(=O)N(C)CC(=O)N2CCCCC2)cc1Cl	-1.0	-8	-6	-0.5	-3	-0.8	0.0	1.5	-6
O=C1CSC(c2ccc([N+](=O)[O-])cc2)N1C1CCCCC1 (configuration not stated)	1.5	-2	8	-1.8	-11	/	-1.0	0.6	-1
N#Cc1c(N)c(C#N)c(-c2ccc3c(c2)OCO3)c2c1CCCC2	0.0	5	41*	-1.5	-1	-2.9	0.7	-3.0	7
Cc1cc(=O)oc2c3c(cc(OCC(=O)NCC(=O)N[C@H](C(=O)O)C(C)C)c12)OC(C)(C)CC3	0.2	-8	2	-2.6	7	0.8	-0.9	1.1	+
O=C(Nc1ccccc1)P(=O)(O)c1ccccc1	-0.8	-8	-1	0.0	-2	0.4	-0.3	/	1
Cc1cc(C)cc(OCC(=O)NNC(=O)c2ccccn2)c1	-1.3	-3	4	-1.8	-9	-0.6	-0.5	1.9	-1
Cc1ccc(-n2nc3c(c2NC(=O)/C=C\c2ccc4c(c2)OCO4)CSC3)cc1	1.0	-5	0	-3.5	-7	-1.3	-0.4	-0.4	1
COc1ccc(/C=C(/NC(=O)c2ccccc2)C(=O)NCCCn2ccnc2)cc1OC	1.3	5	12	-3.9	1	1.1	2.8	-0.6	0
CCCN(Cc1ccccc1)C(=S)Nc1cccc(C(F)(F)F)c1	4.3	-5	1	-5.3	1	/	0.0	1.1	1
O=C(CN1C(=O)NC2(CCCC2)C1=O)Nc1ccc(Cl)cc1F	-0.8	-40	-1	-1.1	-5	3.0	-8.0	3.3	1
O=C(NCc1ccco1)c1ccc2c(c1)C(=O)N(C1CCCCC1)C2=O	0.9	-11	12	-2.7	-1	-2.1	-0.9	-2.3	-3
CC(C(=O)Nc1ccc(O)cc1)c1cccc(C(=O)c2ccccc2)c1 (configuration not stated)	0.8	3	8	-4.5	-1	/	-0.6	-0.3	-3
COc1ccc(-c2cc3nc(NCCCN(C)C)n(C)c(=O)c3s2)cc1OC	/	4	20	-2.3	-7	1.8	0.3	/	47*
O=C(NCCO)c1cccc(-c2cccc3nncn23)c1	/	0	7	-4.3	-5	0.5	-0.2	/	75*
Cc1cn([C@H](C(=O)NCCCCCCCCCCC(=O)N2CCN(C(=O)OC(C)(C)C)CC2)[C@@H](C)O)nn1	0.3	-10	9	-0.7	-14	-0.1	-1.0	-5.1	1
O=C(CCNS(=O)(=O)c1ccccc1)OCC(=O)c1ccc(F)cc1	-0.8	1	-13	-0.9	1	/	2.7	3.2	-4
O=C(Cc1ccccc1)N1CCc2ccccc21	-0.6	0	18	0.3	-3	-0.5	0.9	1.4	0
COc1ccc2[nH]c(=O)c(CN(CCO)S(=O)(=O)c3ccc4c(c3)OCCO4)cc2c1	-0.2	1	-2	-3.9	1	/	0.1	3.6	20

Source: PubChem (several laboratories)

Rows were taken by chance; any-hit rate near 4.7%.
